Screens deposited in PubChem by Sanford-Burnham Center for Chemical Genomics.
ATG4B inh – ATG4B (human) cysteine protease inhibition. Q9Y4P1. ATG4B cleavage of LC3-PLA2, NBD-HPC fluorescence, 1 h. inhibition, % at 8.33 µM. 340,000 tested, 0.51% active; in the data active means inhibition above about 40%
SENP8 block – inhibitors of human SENP8 protease; Q96LD8; recombinant SENP8, Nedd8 substrate fluorescence; inhibition, % at 20 µM; 360,000 tested, 0.64% active; AID 602440; in the data active means inhibition mostly above about 40%, no sharp cut-off; inactive means mostly below about 27%
Target sequence (Q96LD8 whole entry, looked up): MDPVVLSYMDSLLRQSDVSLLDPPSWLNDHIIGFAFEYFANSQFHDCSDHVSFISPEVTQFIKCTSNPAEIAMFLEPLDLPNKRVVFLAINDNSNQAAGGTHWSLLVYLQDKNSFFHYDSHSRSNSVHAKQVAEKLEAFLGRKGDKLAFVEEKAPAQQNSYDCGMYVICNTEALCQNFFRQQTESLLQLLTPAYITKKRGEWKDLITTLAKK
SENP6 block – SENP6 protease inhibition | Q9GZR1 | Recombinant SENP6 catalytic domain, aminoluciferin luminescence | inhibition, % at 10 µM | 330,000 tested, 1.8% active;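 active means inhibition above about 50% at the single tested dose, limit read from the data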;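 further: plate controls were DMSO wells with enzyme for no effect and DMSO wells lacking enzyme for full effect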
Target sequence (Q9GZR1 628-1112 limits assumed): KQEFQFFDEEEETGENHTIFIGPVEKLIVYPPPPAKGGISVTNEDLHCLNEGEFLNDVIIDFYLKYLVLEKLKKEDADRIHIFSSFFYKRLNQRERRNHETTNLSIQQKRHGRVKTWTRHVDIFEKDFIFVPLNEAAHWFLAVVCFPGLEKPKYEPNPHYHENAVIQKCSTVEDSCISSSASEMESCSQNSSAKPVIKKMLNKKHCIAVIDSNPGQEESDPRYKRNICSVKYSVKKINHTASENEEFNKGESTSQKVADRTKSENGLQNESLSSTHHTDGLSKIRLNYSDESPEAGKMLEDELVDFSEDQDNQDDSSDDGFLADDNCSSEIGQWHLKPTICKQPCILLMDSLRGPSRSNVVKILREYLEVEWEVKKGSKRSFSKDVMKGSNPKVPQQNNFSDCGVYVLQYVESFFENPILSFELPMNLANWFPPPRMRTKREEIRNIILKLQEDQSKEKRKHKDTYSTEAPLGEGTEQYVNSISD
SENP1 inh – SENP1 (human) catalytic domain inhibition | 360,000 tested, 0.21% active | Q9P0U3 | inhibition, % at 10 µM | recombinant SENP1 catalytic domain, CyPet-SUMO1-YPet FRET cleavage | AID 624204;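 active means inhibition at least 30% at 10 µM, raw YFP signal under a set limit, fluorescence ratio 0.5 to 1.5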;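 further: 0% = enzyme with DMSO and 100% = no enzyme wells; some results filed as inactive read as strong as hits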
Target sequence (Q9P0U3 419-644 limits assumed): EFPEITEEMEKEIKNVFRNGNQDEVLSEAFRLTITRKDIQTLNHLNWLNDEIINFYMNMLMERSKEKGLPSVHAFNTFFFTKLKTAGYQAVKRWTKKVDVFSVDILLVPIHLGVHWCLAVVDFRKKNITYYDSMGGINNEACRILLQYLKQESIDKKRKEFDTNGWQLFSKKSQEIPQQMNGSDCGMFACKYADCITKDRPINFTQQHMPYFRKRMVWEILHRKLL
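Compound: 10 µM single point, 0.5% DMSO; Test system: hSENP1 catalytic domain, recombinant; Timing: 50 min reaction at room temperature; Technique: FRET, CFP and YFP emission; Control set: no-enzyme wells low, DMSO-plus-enzyme wells high control.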
PfGluPho inh – PfG6PD (Plasmodium falciparum) enzyme inhibition; 350,000 tested, 0.78% active; inhibition, % at 20 µM; PfGluPho enzyme, NADPH resazurin-diaphorase fluorescence;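 active means inhibition reaching at least a set limit at 20 µM in the primary screen, cut at about 59% in these data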;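 further: 0% = DMSO wells with substrate and 100% = DMSO wells lacking glucose-6-phosphate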
GRIN3A LBD mod – modulators (binders) of human NR3A ligand-binding domain. NR3A LBD differential scanning fluorimetry, Tm shift; 0% = protein alone, 100% = glycine-bound protein. Tm shift relative to glycine control, % at 25 µM. 340,000 tested, 2.5% active. AID 1259313;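 active means melting temperature shift of at least 10% of the positive control shift, at one fixed dose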
MPTP block – inhibitors of mitochondrial permeability transition pore | isolated mouse mitochondria, Ca2+ swelling absorbance, 30 min | inhibition, % at 10 µM | 360,000 tested, 1.4% active | AID 602449;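 active means inhibition of 50% or more, scaled per plate between neutral and stimulator controls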;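 further: 0% = DMSO wells given calcium and 100% = 1 mM EGTA wells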
hIAP act – human IAP activation. P09923. purified human IAP, CDP-Star luminescence, 30 min; stronger effect = higher value; 1 = vehicle-only enzyme, 0 = enzyme-free background. activation factor at 10 µM. 330,000 tested, 0.16% active. AID 2524;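 active means activation factor of the enzyme at least 2-fold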; further: the source names both 10 and 20 µM as test concentration; values of inactives mirror those of a sister screen read the other way
Numbers without * were called inactive; i = inactive; . = no result given. This is a random part of the collection, and some 6.7% of all compounds hit somewhere here.

SMILES	ATG4B inh	SENP8 block	SENP6 block	SENP1 inh	PfGluPho inh	GRIN3A LBD mod	MPTP block	hIAP act
Cc1ccnc(NS(=O)(=O)c2ccc(NC(=O)Cc3c(F)cccc3Cl)cc2)n1	-8	6	-15	1	-21	-1	0.8	1.1
C/C(=C\C=C(C#N)C#N)c1cc(C#N)c(N)o1	-11	-105	-3	27	37	-1	14	0.84
O=C(NNc1ccccc1C(F)(F)F)c1cccs1	-3	19	-1	1	9	3	4.6	1.3
CCNC(=O)COC(=O)CCNC(=O)c1ccc(Cl)cc1	-4	19	1	0	-2	0	-0.1	1.1
O=C(CCN1C(=O)C2CC=C(Cl)CC2C1=O)NCc1ccccc1 (configuration not stated)	-4	6	-2	-1	7	1	5.9	0.99
CN(N=Cc1ccc([N+](=O)[O-])cc1)c1ccccn1	.	29	.	2	7	.	0.4	.
O=C(NC1CCC(O)CC1)c1cccc2cccnc12 (configuration not stated)	-7	1	10	-3	4	-2	-0.3	0.92
O=C(Nc1ccc(S(=O)(=O)N2CCCC2)cc1)c1ccc(Br)o1	-5	-7	6	-3	16	1	-1.1	1.1
CN(C)c1ccc(CNS(=O)(=O)c2csc(C(N)=O)c2)cc1	0	6	10	-1	3	1	0.4	1
N#Cc1ccsc1NC(=O)C1CCN(C(=O)c2ccc(Cl)cc2)CC1	7	-2	1	-8	45	0	1.9	1.1
COC(=O)C1=CN(Cc2ccccc2)C=C(C(=O)OC)C1c1ccc(OC)c(OC)c1	-5	-304	11	-88	5	0	1.0	1.3
C/C(=N\Nc1nnc(C)c(=O)[nH]1)C(=O)O	-5	18	14	1	26	0	-1.0	0.87
CCc1ccc(C(=O)/C=C/Nc2ccc(S(=O)(=O)Nc3onc(C)c3C)cc2)cc1	21	-24	-14	-15	-41	-3	9.8	0.86
CC1(C)CC(=O)C(Sc2ccccc2)=C(O)C1	-1	9	-6	3	-3	0	2.2	1.1
Cc1cc(C(=O)NCc2ccco2)c2cc(F)ccc2n1	1	7	4	-3	12	-1	-0.2	0.85
CC(=O)OCCC(C)C	-20	34	17	3	-6	0	-0.3	0.91
Cc1nn2c(Nc3ccccc3)c3c(nc2c1-c1ccccc1)CCC3	24	-233	-6	2	12	-2	0.8	1.1
CCc1ccc(-c2csc3ncn(CC(=O)NCc4ccco4)c(=O)c23)cc1	-14	8	-3	0	9	0	2.3	1
CCCCNC(=O)c1cccc(S(=O)(=O)N2CC3(C)CC2CC(C)(C)C3)c1 (configuration not stated)	0	16	-3	0	23	0	0.6	0.91
Cc1cc(C)nc(SCc2ccc([N+](=O)[O-])cc2)n1	5	6	-5	3	-5	0	0.3	0.86
C/C(=N\NC(=O)COc1c(C)cccc1C)c1cccs1	-5	4	8	4	16	0	-0.9	0.97
O=C(CSc1ccc2nnc(CCNC(=O)c3ccccc3)n2n1)NCc1ccco1	-8	-7	1	0	1	-1	-2.4	1.1
COc1ccccc1C1CC(=O)NC(SCC(=O)Nc2ccccc2)=C1C#N (configuration not stated)	-4	2	1	0	-9	-4	-0.1	0.9
Fc1ccccc1-n1cn[nH]c1=S	-10	5	-26	-2	13	0	0.8	1
Cc1ccc(S(=O)(=O)N(Cc2ccccc2F)C(=O)N2CCN(C)CC2)cc1	2	7	-12	1	-2	2	-3.0	0.92
C[C@@H]1CN([C@@H](C)CO)C(=O)CCCn2nncc2CO[C@H]1CN(C)S(=O)(=O)c1ccc(Cl)cc1	.	-1	.	-1	-14	.	-0.6	.
COc1cc(OC)c(NC(C)C(=O)NCc2ccccc2)cc1Cl (configuration not stated)	-6	11	7	2	5	-3	-0.5	0.93
CCOc1cc(/C=N/NC(=O)c2ccccc2OCc2ccc(F)cc2)ccc1O	-52	-323	1	4	8	-1	1.3	1.1
COc1ccc([C@H]2CC(=O)C=C(c3cccc(F)c3OC)C2)cc1	10	16	-14	1	4	-1	-0.7	0.95
CN(CCc1ccccc1)C(=O)c1ccc(NC(=O)Cc2ccc(NC(=O)C3CCN(C(=O)CCc4ccccc4)CC3)cc2)cc1	-2	1	.	0	-7	6	0.8	.
CC(C)c1ccc(C2=NN(c3ccccc3)C(=O)CC2)cc1	-6	22	-4	1	14	4	0.0	1
COCCN(C(=O)CSc1nc2ccccc2c(=O)n1C(C)COC)c1c(N)n(Cc2ccccc2)c(=O)[nH]c1=O (configuration not stated)	1	8	-16	1	-1	-2	-1.8	0.88
C/C(CC1(O)C(=O)Nc2ccccc21)=N\O (configuration not stated)	4	17	-41	1	-6	0	0.0	1.1
COC(=O)c1c(NC(=O)c2nc3ccccc3s2)sc2c1CC(C)(C)NC2(C)C	-11	-75	-24	3	2	0	60*	1.2
C/C(=N\Nc1cc(C)nc(-c2ccccc2O)n1)c1ccccc1	-5	-17	-6	1	32	14*	1.2	0.98
COc1ccc2nc(SCC(=O)NC(C)C)[nH]c2c1	0	23	-4	2	-13	0	-1.3	1.2
O=C(CN1CCCCC1)NC(=O)NC1CCCCC1	5	9	-10	1	-4	-2	1.3	1.1
N#Cc1ccc(COC(=O)c2cnc(Cl)c(Cl)c2)cc1	3	13	-48	4	-5	1	-1.0	0.93
Oc1c(Cl)cc(Cl)cc1/C=N/c1nc(-c2ccc(Cl)cc2)cs1	37	-35	-2	-24	-1	9	0.4	0.88
O=C(NCc1ccco1)C(c1cccs1)N(Cc1ccccc1)C(=O)Cn1nnc2ccccc21 (configuration not stated)	-12	14	-7	3	15	8	-2.8	1.2
Cc1cc(NS(=O)(=O)c2ccc(NC(=O)c3ccc([N+](=O)[O-])s3)cc2)nc(C)n1	-3	23	15	2	13	-5	0.0	1
COCc1cc(C)nc(SCc2ccccc2)c1C#N	-2	-19	-22	-1	4	7	-1.9	1
CCCCNC(=O)CC(C(=O)N1CCc2ccccc21)n1ccnc1 (configuration not stated)	-3	4	-10	-3	-4	0	-0.7	1
CCN1/C(=C/c2cc[n+](CCCS(=O)(=O)[O-])c3ccccc23)Sc2ccccc21	-3	9	2	3	0	1	0.8	1.1
CCOc1ccc(N2C(=O)C3C4C=CC([C@H]5CC45)[C@@H]3C2=O)cc1 (some centres not stated)	-13	12	7	2	4	-1	-0.2	1.1
Cc1c(=O)n(OCc2cccc(F)c2)c2ccccc2[n+]1[O-]	-5	-44	16	4	-8	-3	2.0	0.94
COc1ccc(CCNC(=O)c2nnn(-c3cccc(C)c3)c2N)cc1OC	14	5	10	0	3	2	1.9	0.72
CN=C1S/C(=C/c2cn(CC(=O)OC)c3ccccc23)C(=O)N1C	-19	0	-14	-10	0	12*	3.0	0.92
CCOC(=O)N1CCC(N2Cc3cccc(C(=O)NCc4ccc5c(c4)OCO5)c3C2=O)CC1	-9	16	-7	0	21	-2	0.7	0.81
Cc1ccc(NS(=O)(=O)c2ccc(OCC(N)=O)cc2)cc1	16	-69	-9	3	-7	-1	-1.6	1

Continuation:
SMILES	ATG4B inh	SENP8 block	SENP6 block	SENP1 inh	PfGluPho inh	GRIN3A LBD mod	MPTP block	hIAP act
N#Cc1c(N)n(CCCN2CCOCC2)c2nc3ccccc3nc12	-19	i	11	-22	1	-7	-1.3	0.98
CC(=O)N1N=C(c2ccncc2)OC12CCCC2	-13	-167	-11	2	2	-1	-0.3	1.2
CCSc1nsc(NC(=O)Nc2cccc(OC)c2)n1	3	2	17	1	2	16*	84*	0.97
O=C(OCC(=O)c1ccc[nH]1)c1ccc(S(=O)(=O)N2CCCCCC2)cc1	1	12	-13	-6	-1	1	1.3	1
COc1ccc(OC)c2c1CCC2=O	3	-425	-17	1	-3	0	3.0	1
O=C1C2C3CCC(CC3)C2C(=O)N1c1ccccc1 (configuration not stated)	-11	20	-17	0	0	-1	-0.3	1
CC(=O)Nc1ccc(S(=O)(=O)NCc2ccc(C)n2C)cc1	19	-4	-6	-4	9	1	-1.5	0.99
CN(C)/C=N/c1ncc(C(=O)c2ccc(-c3ccccc3)cc2)s1	-3	-448	-4	-132	-1	-7	1.1	0.94
Cc1ccc(/C=C/C(=O)O)cc1S(=O)(=O)N1CCc2ccccc2C1	0	10	-9	0	-19	-1	-1.1	0.91
CN(C)CCCN(C(=O)c1ccco1)c1nc2ccc(Cl)cc2s1	-3	-6	-9	3	1	-4	-0.2	1
Cc1cc(N2C(=O)c3ccc(C(=O)Nc4ccc(O)cc4C(=O)O)cc3C2=O)no1	8	15	-16	7	-19	-17	0.0	1.2
COc1ccc(C=C2CCC3C(CCCC34OCCO4)C2=O)cc1 (configuration not stated)	.	12	.	1	1	.	0.4	.
O=S(=O)(NC1CCCCCC1)c1cccc2cccnc12	1	9	2	1	-1	0	0.2	0.99
Cc1nn(Cc2ccccc2)c(C)c1CNC(=O)[C@H](C)N=C1NS(=O)(=O)c2ccccc21	-2	6	.	-3	-4	0	-2.2	.
CSc1ccccc1NC(=O)CN(C)C(=O)COc1ncnc2ccccc12	0	-48	2	3	14	0	-1.6	0.97
CC1CCN(CC(O)Cn2c3ccccc3c3ccccc32)CC1 (configuration not stated)	-6	-6	-15	2	10	-1	1.6	1.2
CCN(Cc1cccs1)C(=O)CN1C(=O)NC(c2ccccc2)(c2ccccc2)C1=O	14	7	-1	1	2	-3	-0.2	0.95
CC(C)CC(=O)NC1(C(F)(F)F)NC(=O)N(c2ccccc2)C1=O (configuration not stated)	-3	-1	10	0	-13	-1	-1.8	1
COC(=O)CSc1nn(-c2ccc(F)cc2)c(=S)s1	-15	16	-7	3	-14	2	-0.3	1.1
CCOc1ccc2nc(N3CCCC(C(=O)N4CCN(CC)CC4)C3)sc2c1 (configuration not stated)	-2	16	-1	0	-2	-1	1.0	0.94
OCC1(Cc2ccc(Cl)cc2)CCN(CC2CC=CCC2)CC1 (configuration not stated)	0	6	-2	-4	4	-3	0.6	1
CCCCCCCCC(=O)NNC(=O)c1c(O)c2ccccc2n(CCC)c1=O	10	3	6	1	-44	-4	19	1.1
CC1CCCC(C)N1CCCNC(=O)C(=O)Nc1ccc2nc3n(c(=O)c2c1)CCCCC3 (configuration not stated)	-2	10	-8	-1	9	-1	-1.0	1.2
CC(O)CNCCCOc1ccccc1OCc1ccccc1 (configuration not stated)	-2	16	10	2	11	0	-3.9	1
O=C(COC(=O)Cc1c[nH]c2ccccc12)NC1CCS(=O)(=O)C1 (configuration not stated)	-3	3	1	-4	-4	0	0.7	1.1
CCNC(=O)COc1cccc2ccccc12	-1	14	8	3	13	-2	2.9	0.97
O=C1CCCCC/C1=N/Nc1ccc(OCc2ccccc2)cc1	0	18	4	0	4	1	5.2	0.94

Nothing new here: an excerpt of the list.
SMILES	ATG4B inh	SENP8 block	SENP6 block	SENP1 inh	PfGluPho inh	GRIN3A LBD mod	MPTP block	hIAP act
CC(C)CC(=O)NC1(C(F)(F)F)NC(=O)N(c2ccccc2)C1=O (configuration not stated)	-3	-1	10	0	-13	-1	-1.8	1
COC(=O)CSc1nn(-c2ccc(F)cc2)c(=S)s1	-15	16	-7	3	-14	2	-0.3	1.1
CCOc1ccc2nc(N3CCCC(C(=O)N4CCN(CC)CC4)C3)sc2c1 (configuration not stated)	-2	16	-1	0	-2	-1	1.0	0.94
OCC1(Cc2ccc(Cl)cc2)CCN(CC2CC=CCC2)CC1 (configuration not stated)	0	6	-2	-4	4	-3	0.6	1
CCCCCCCCC(=O)NNC(=O)c1c(O)c2ccccc2n(CCC)c1=O	10	3	6	1	-44	-4	19	1.1
CC1CCCC(C)N1CCCNC(=O)C(=O)Nc1ccc2nc3n(c(=O)c2c1)CCCCC3 (configuration not stated)	-2	10	-8	-1	9	-1	-1.0	1.2
CC(O)CNCCCOc1ccccc1OCc1ccccc1 (configuration not stated)	-2	16	10	2	11	0	-3.9	1
O=C(COC(=O)Cc1c[nH]c2ccccc12)NC1CCS(=O)(=O)C1 (configuration not stated)	-3	3	1	-4	-4	0	0.7	1.1
CCNC(=O)COc1cccc2ccccc12	-1	14	8	3	13	-2	2.9	0.97
O=C1CCCCC/C1=N/Nc1ccc(OCc2ccccc2)cc1	0	18	4	0	4	1	5.2	0.94
